SW480 rerep = A quantitative high throughput screen for small molecules that induce DNA re-replication in SW480 colon adenocarcinoma cells; SW480 DNA re-replication, Hoechst DNA content imaging, 48 h; Potency, µM (highest dose often 46.1 µM), for inactives: at the highest dose re-replication activation, hits mostly activators; 340,000 compounds, 1.8% hits; AID 624297, 2012; note: potency is the fitted concentration of half-maximal effect; % of control where 0% means no effect; nearly all actives have a fitted effect of over 55% in size
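SW480 cells exposed to compounds for 48 hr at 37 C, 5% CO2, then Hoechst-stained 40 min. Nuclear DNA content imaged by fluorescence scanning (405 nm excitation, 500-530 nm emission); re-replication scored as increased high-intensity nuclei.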
IL-1B inflam inh = qHTS for Inhibitors of Inflammasome Signaling: IL-1-beta AlphaLISA Primary Screen. THP-1 LPS/ATP IL-1B secretion, AlphaLISA, 16 h; hits give low values. activity change, % at 57.5 µM. 360,000 compounds, 4.7% hits. AID 743279, 2014; in the data active = activity change below about -50%; inconclusive = mostly about -30% to -49%; note: % is set by controls: 0 for no effect and ±100 for the full control effect
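Secreted IL-1B measured by AlphaLISA bead assay after 16 h compound exposure of THP-1 cells; compounds (final up to 57.5 uM) added 1 h before LPS (250 ng/mL) and ATP (1.25 mM) stimulation; lower signal means less secretion.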
HT1080 IDH1KD tx = qHTS for induction of synthetic lethality in tumor cells producing 2HG: qHTS for the HT-1080-IDH1KD cell line; HT-1080 IDH1 knockdown viability, ATP luminescence, 48 h; Potency, µM (doses to about 46.1 µM), for the others: top-dose activity, negative = toxicity, usual class: cytotoxic; 360,000 compounds, 2% hits; AID 686971, 2013;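 note: potency is the fitted concentration of half-maximal effect; 0% = DMSO wells and -100% = cell-free medium wells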
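Assay cells: HT-1080 with IDH1 knockdown, 750 per well, RPMI/5% FBS. Exposure: 48 h at 37 °C following 2 h pre-incubation. Read: CellTiter-Glo luminescence; fitted concentration-response, curve class assigned.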
D3 ag = qHTS of D3 Dopamine Receptor Agonist: qHTS. D(3) dopamine receptor (Homo sapiens), P35462. max activation, %. 410,000 compounds, 0.58% hits. AID 652048, 2013. D3R DiscoveRx beta-arrestin cells, luminescence, 90 min; in the data active = max activation above about 30%; note: 0% is about no effect; mostly tested at two doses, the higher about 12 µM
Target sequence (P35462 whole entry, looked up): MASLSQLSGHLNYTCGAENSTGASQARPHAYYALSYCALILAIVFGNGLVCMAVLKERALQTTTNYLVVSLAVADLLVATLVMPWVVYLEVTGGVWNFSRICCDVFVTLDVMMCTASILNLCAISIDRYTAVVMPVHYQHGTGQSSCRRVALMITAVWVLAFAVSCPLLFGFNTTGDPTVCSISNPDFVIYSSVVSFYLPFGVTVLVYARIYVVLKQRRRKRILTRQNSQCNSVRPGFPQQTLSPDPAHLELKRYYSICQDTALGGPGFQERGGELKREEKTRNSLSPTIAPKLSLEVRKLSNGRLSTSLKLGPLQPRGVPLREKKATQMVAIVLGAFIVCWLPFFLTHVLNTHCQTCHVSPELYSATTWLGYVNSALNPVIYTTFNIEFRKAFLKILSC
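Agonist-mode cell screen: cells plated at 1500/well and incubated overnight at 37 °C, then exposed to library compounds for 90 min at 37 °C. Detection reagent was added for 30–60 min at room temperature, and luminescence was read.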
GLP1R ag = qHTS of GLP-1 Receptor Agonists | HEK293 GLP-1R CRE-luciferase, luminescence, 4-6 h; cells express a hypersensitive GLP-1R form | Potency, µM (top dose mostly 45.6 µM), without a hit: at the top dose activation, usual class: activators | 380,000 compounds, 0.007% hits | AID 624172, 2012; note: potency is the fitted concentration of half-maximal effect; % of control where 0% means no effect
Target sequence (P43220 whole entry, looked up): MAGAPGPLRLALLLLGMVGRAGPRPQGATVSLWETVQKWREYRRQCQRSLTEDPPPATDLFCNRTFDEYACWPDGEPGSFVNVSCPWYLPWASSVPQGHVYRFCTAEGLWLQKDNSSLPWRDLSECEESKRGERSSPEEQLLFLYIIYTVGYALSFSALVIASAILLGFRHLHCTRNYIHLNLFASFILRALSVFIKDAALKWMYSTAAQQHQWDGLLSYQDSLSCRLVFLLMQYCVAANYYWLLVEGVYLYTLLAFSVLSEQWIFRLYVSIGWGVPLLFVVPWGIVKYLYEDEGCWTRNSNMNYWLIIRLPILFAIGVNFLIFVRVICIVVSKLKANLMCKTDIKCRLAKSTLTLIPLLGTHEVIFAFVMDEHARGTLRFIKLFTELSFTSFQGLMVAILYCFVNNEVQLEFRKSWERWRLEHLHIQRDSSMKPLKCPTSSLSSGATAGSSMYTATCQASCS
HT1080NT lethal = qHTS for induction of synthetic lethality in tumor cells producing 2HG: qHTS for the HT-1080-NT fibrosarcoma cell line; AID 686970, 2013; HT-1080-NT fibrosarcoma viability, CellTiter-Glo ATP luminescence, 48 h; Potency, µM (highest dose often 46.1 µM), for the others: at the highest dose activity, negative = less viability, most hits filed as cytotoxic; 360,000 compounds, 1.6% hits;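 note: NT is the 2HG producing partner of a matched IDH1 knockdown line; potency is the fitted concentration of half-maximal effect; 0% = DMSO-treated cells and -100% = media-only wells without cells; nearly all actives have a fitted effect of over 55% in size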
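750 cells/well, RPMI + 5% FBS; 2 h settle, compound pin-transfer, 48 h at 37 degrees C. CellTiter-Glo 10 min RT, luminescence. Normalized to DMSO and media-only wells.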
KB-3-1 tox = qHTS assay for MDR1-selective chemotherapeutics: Primary screen using the parental adenocarcinoma cell KB-3-1 | KB-3-1 viability, CellTiter-Glo ATP luminescence, 72 h | Potency, µM (top dose mostly 46.1 µM), inactives show top-dose activity change, negative = cytotoxic, actives largely listed as cytotoxic | 400,000 compounds, 1.4% hits; note: potency is the fitted concentration of half-maximal effect; % is set by controls: 0 for no effect and ±100 for the full control effect; nearly all actives have a fitted effect of over 60% in size
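KB-3-1 cells, DMEM (no phenol red) + 10% FBS; compound by pin transfer, 72 h, 37 °C. Readout: CellTiter-Glo luminescence after 10 min. Data normalized, curve-fitted.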
D3 antag = qHTS of D3 Dopamine Receptor Antagonist: qHTS; 360,000 compounds, 2.5% hits; D3R cells, DiscoveRx beta-arrestin luminescence, antagonist mode; hits give low values; max response, negative = inhibition, %; AID 652054, 2013; D(3) dopamine receptor (Homo sapiens), P35462; in the data active = max response below about -50%; inconclusive = no clear call, values can overlap the other calls; note: % is set by controls: 0 for no effect and ±100 for the full control effect; mostly tested at two doses, the higher about 12 µM
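Cells plated overnight at 1500 cells/well, then exposed to library compounds with dopamine controls for 90 minutes at 37 degrees C. DiscoveRx reagent added for 30–60 minutes at room temperature; luminescence read, quantitative HTS format.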
KB-V1 cytotox = qHTS assay for MDR1-selective chemotherapeutics: Primary screen using the drug-selected MDR subline cells KB-V1; AID 1347076, 2019; KB-V1 MDR cells viability, CellTiter-Glo, 72 h; Potency, µM (series often up to 46.1 µM), for the others: at the top dose activity change, negative = cytotoxicity, usual class: cytotoxic; 400,000 compounds, 3.4% hits; note: potency is the fitted concentration of half-maximal effect; % is set by controls: 0 for no effect and ±100 for the full control effect; nearly all actives have a fitted effect of over 60% in size
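KB-V1 cells (P-gp-expressing MDR subline of KB-3-1) in phenol-red-free DMEM with 10% FBS were exposed to library compounds over a concentration series for 72 h at 37 degrees C. Viability read by CellTiter-Glo luminescence; concentration-effect curves fitted after normalization.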
An asterisk follows results filed as active; i = inactive; ? = inconclusive; / = not tested or not shown; & = joins results of further samples; [ ] = dose if it differs, or a comment. Unless noted, calls come from the whole dose curve; as a rule, active = well fitted curve in the direction sought with a large enough effect; inconclusive = small, poorly fitted or top-dose-only effect, or another doubt; inactive = no such curve, though single readings can be large; an effect the other way counts as inactive or inconclusive.

SMILES,SW480 rerep,IL-1B inflam inh,HT1080 IDH1KD tx,D3 ag,GLP1R ag,HT1080NT lethal,KB-3-1 tox,D3 antag,KB-V1 cytotox
CN(Cc1cccs1)C(=O)CNC(=O)c1ccco1,-3%,2,12%,4,3%,13%,2%,-9,0%
O=C(c1cc(COc2ccc(F)cc2F)on1)N1CC2C[C@@H]3CC1C[C@H](C2)C3,?,-98*,-12%,-8,7%,-4%,-17%,7,-4%
CCCCn1c(N)c(N(CCOC)C(=O)c2ccc3c(c2)OCCO3)c(=O)[nH]c1=O,-2%,7,12%,2,-7%,10%,0%,4,-1%
COc1ccccc1N1CCN(C(=O)c2ccccc2Oc2ccccc2)CC1,2%[9.22 µM],-21,-2%,-4,3%,-14%,0%,24,0%
CCCc1cc(=O)[nH]c(SCC(=O)Nc2cc(S(=O)(=O)N3CCCCC3)ccc2Cl)n1,3%,13,15µM*,3,-4%,6.5µM*,8.2µM*,-21,?
Cn1c(=O)c2[nH]c(C3CC3)nc2n(C)c1=O,-4%,-3,-12%,-8,2%,0%,4%,10,-30%
CCN1CCCC1CNCc1ccccc1OCc1ccc(F)cc1 (configuration not stated),0%,-27,?,-10,5%,?,9%,?,-6%
COc1ccc(/C=C/C(=O)NCc2ccc3c(c2)OCO3)cc1OC,-19%,2,9%,-12,-2%,9%,?,4,-16%
CC(=O)c1c(O)c2ccccc2n(C2CCCCC2)c1=O,?,-16,-6%,15,5%,-14%,-13%,3,?
COc1ccc(OC)c(NC(=O)c2cc(S(=O)(=O)N3CCCCC3)c[nH]2)c1,-9%,9,-11%,-10,-2%,-8%,16%,-13,-23%
O=C(CN1CCN(Cc2ccc(F)cc2Cl)C1=O)NCCc1ccccc1,-18%,-1,-1%,-4,2%,-5%,4%,8,-9%
CC(C)c1cc(C(=O)N2CCCC(N3CCN(c4ccc(F)cc4)CC3)C2)n(C)n1 (configuration not stated),?,17,-20%,-5,2%,-2%,-14%,-21,1%
Nc1cc(=O)[nH]c2nnc(SCC(=O)Nc3cccc4ccccc34)n12,-5%,0,6%,7,4%,-1%,6%,3,3%
O=S(=O)(NN=C1CCCCCC1)c1ccccc1,-5%,10,10%,1,-6%,0%,7%,12,1%
Cc1cc(C(=O)CCC(=O)NCC2COc3ccccc3O2)c(C)s1 (configuration not stated),-4%,8,10%,-3,-3%,9%,9%,16,2%
COc1ccc(SC[C@H](Cc2ccccc2)N2CC[C@@H](C(C)(C)C)CCC2=O)cc1,8%,-51*,-5%,-14,-3%,-2%,?,-17,?
O=C(Nc1ccc(-c2ccc([N+](=O)[O-])cc2)cc1)c1ccccc1F,3%,-2,18%,17,2%,20%,-3%,-7,-7%
Cc1ccc2nc3n(c(=O)c2c1)CCC3,16%,12,8%,4,0%,12%,-3%,14,22%
O=C(CSc1nnc(C2CC2)n1Cc1ccccc1)N1CCNC1=O,-2%,9,3%,1,4%,7%,?,10,7%
COc1ccc2c(CC(=O)Nc3ccccc3N3CCOCC3)coc2c1,-10%,-17,-1%,1,13%,2%,-1%,5,-21%
Cc1cccc(N(CC(=O)NCc2ccco2)S(=O)(=O)c2ccccc2)c1,/,-11,9%,4,0%,13%,-2%,3,?
CCOc1ccccc1N1CCN(Cc2cccc(OC)c2OC)CC1,2%,9,0%,-2,5%,-3%,-11%,-89*,-19%
Cc1ccc2nc(Nc3nc(CSc4nnc(C)s4)cc(=O)[nH]3)nc(C)c2c1,?,-88*,1%,1,9%,0%,?,-11,23µM*
CC(C)C(CO)N1CCN(Cc2ccccc2)CCC1=O (configuration not stated),-8%,-15,8%,3,0%,3%,12%,22,26%
CN(C)S(=O)(=O)c1ccc(C(=O)N(c2ccccn2)c2ccccn2)cc1,0%,4,1%,1,-11%,-1%,3%,10,0%
Cc1ccccc1NC(=O)COc1ccc(Br)cc1CNCCCO,-9%,-13,0%,-20,-3%,0%,0%,-26,-18%
Cc1ccc([C@@H]2CC=C(C(=O)O)[C@H](c3ccccc3F)N2S(=O)(=O)c2ccc(C)cc2)cc1,-3%,21,1%,-10,4%,2%,3%,-26,0%
Cc1nc2ncnn2c(C)c1CCC(=O)Oc1ccccc1,-2%,-3,-1%,-2,-4%,-6%,-3%,-6,9%
CN1C(=O)NC(c2ccc(O)cc2)C2=C1CN(c1ccccc1)C2=O (configuration not stated),-4%,4,0%,4,5%,1%,10%,10,7%
COc1ccc(CN2CCC(C(=O)N3CCN(c4ccccc4F)CC3)CC2)cc1OC,0%,-29,0%,0,0%,3%,?,-8,-27%

In a second layout: entries from further up
Values run as follows: SW480 rerep | IL-1B inflam inh | HT1080 IDH1KD tx | D3 ag | GLP1R ag | HT1080NT lethal | KB-3-1 tox | D3 antag | KB-V1 cytotox
Cc1ccc2nc(Nc3nc(CSc4nnc(C)s4)cc(=O)[nH]3)nc(C)c2c1
 : ? | -88* | 1% | 1 | 9% | 0% | ? | -11 | 23µM*
CC(C)C(CO)N1CCN(Cc2ccccc2)CCC1=O (configuration not stated)
 : -8% | -15 | 8% | 3 | 0% | 3% | 12% | 22 | 26%

(further entries)
SMILES,SW480 rerep,IL-1B inflam inh,HT1080 IDH1KD tx,D3 ag,GLP1R ag,HT1080NT lethal,KB-3-1 tox,D3 antag,KB-V1 cytotox
C#CCN(C(=O)c1ccc(OC)c(OC2CCN(C(C)C)CC2)c1)C1CCCCC1,-17%,i,-18%,-7,-2%,1%,20%,-26,-21%
CCNC(=S)N(CCc1c(C)[nH]c2ccc(OC)cc12)Cc1cccnc1,6%,-14,-3%,2,22%,5%,14%,6,5%
Cn1c(SC2CCCCC2=O)nnc1-c1ccncc1 (configuration not stated),-4%,-12,-18%,7,-11%,9%[9.24 µM],13%,-9,20%
COc1ccccc1OC(C)C(=O)N1CCN(Cc2ccc3c(c2)OCO3)CC1 (configuration not stated),-1%,-16,1%,-8,7%,14%,2%,-12,?
On1nnc2ccccc21,2%,-16,5%,0,-3%,16%,3%,5,11%
COc1cc(OC)cc(-c2nnc(SCC(=O)NCc3cccs3)o2)c1,-2%,-3,-8%,-9,5%,5%,-8%,-28,-7%
CC[C@]1(c2ccccc2OC)ON(c2ccccc2C(F)(F)F)C1=O,?,0,?,16,-23%,-27%,23µM*,-6,?
N#Cc1c(NC(=S)NC(=O)Cc2cccs2)sc2c1CCCCC2,-8%,-2,-13%,1,-6%,3%,?,13,?
O=C(Nc1c(C(=O)N2CCOCC2)cnn1-c1ccccc1)c1cccc(F)c1,6%,-6,7%,-2,5%,2%,-6%,-5,-4%
Cc1ccc(NC(=S)N(CCCN2CCCC2)Cc2cccn2Cc2ccc(Cl)cc2)cc1,-11%,?,23µM*,-20,0%,23µM*,21µM*,-19,?
CCn1cc(C(=O)NCc2ccccc2OC)c(=O)c2cc(S(=O)(=O)N3CCCCC3)ccc21,/,/,/,-17,-2%,/,-38%,/,?
Nc1nc(-c2cccc(NS(=O)(=O)c3ccccc3)c2)cs1,-5%,-8,-17%,2,6%,-5%,-1%,-4,?
N/C(=N/O)c1nc(N2CCCCC2)nc(N2CCCCC2)n1,4%,-16,0%,3,4%,-1%,?,-14,-24%
C(#CCN1CCOCC1)COCCOC(c1ccccc1)c1ccccc1,-4%,-8,?,7,6%,-5%[9.24 µM],12%,16,-14%
CC(=O)c1ccc(NC(=O)C2=CC(c3ccc4c(c3)OCO4)=NS(=O)(=O)N2C)cc1,-6%,-5,-1%,-7&-5,-1%,-2%,-4%&-1%,-1,1%&8%
CCC(c1nnc(SCC(=O)Nc2nnc(-c3ccccc3)o2)o1)N(C)C (configuration not stated),4%,66,0%,-1,-8%,1%,-4%,1,2%
CCNC(=O)C1CC(=O)N(Cc2ccc(F)cc2)C(=Nc2ccc(OC)cc2)S1 (configuration not stated),?,15,-18%,17,-2%,0%,?,16,-28%
Cc1ccc(C2N(c3ccc(Cl)cc3)C(=O)N3CCCN23)cc1 (configuration not stated),9%,-15,-2%,8,8%,1%,0%,3,-1%
CCN(C(=O)COC(=O)/C=C/c1ccc(OC(F)F)c(OC)c1)C1CCS(=O)(=O)C1 (configuration not stated),-4%,-1,10%,0,-7%,0%,1%,6,-7%
Cc1ccc(C(=O)Nc2cccc(C(=O)NCc3ccccc3)c2)o1,?,0,/,-15,-18%,/,?,-6,-22%
O=C(c1ccco1)N1CCN(C(=O)c2cnn(-c3ccc(Cl)cc3)c2C2CCNCC2)CC1,-4%,13,19%,15,-1%,13%,-1%,10,-6%
COCCCNC(=O)c1ccc(-c2c(C)noc2C)c2ccoc12,/,46,1%,4,11%,4%,-1%,0,?
COCCNc1cc(-c2ccccc2)nc2cc(-c3cccc(F)c3)nn12,19%,-67*,-19%,9,-8%,-5%,-2%,39,14%
CCCN(C(=O)c1cc(CC)c(C)s1)c1c(N)n(Cc2ccccc2)c(=O)[nH]c1=O,-2%,26,1%,5,-11%,4%,8%,1,0%
CCN1CCN(c2ncnc3sc(C(=O)Nc4ccccc4F)c(C)c23)CC1,-6%,-16,-12%,6,4%,-10%,14%,6,-4%

High-throughput results deposited in PubChem by National Center for Advancing Translational Sciences (NCATS).
